GPR35 antagonists = GPR35 antagonists blocking zaprinast-driven arrestin recruitment, primary screen, imaging, U2OS, beta-arrestin-GFP, zaprinast agonist (AID 2058); U2OS GPR35 beta-arrestin-GFP translocation imaging, zaprinast antagonism; higher % means a stronger effect; inhibition, % at 10 µM, or IC50 in µM where a hit was titrated; 0.052% of 290,000 active;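 active = inhibition of at least 50% with at least 30 cells and total cytoplasm GFP at most 10,000,000; inconclusive = under 30 cells or total GFP of 10,000,000 plus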
K1F lysis inhibition = inhibition of K1F phage lysis, E. coli UTI89, bacterial capsule biogenesis inhibitors, alamar blue (AID 488966). 0.02% of 340,000 active. E. coli UTI89 K1F phage lysis, alamar blue, 2 h; higher % means a stronger effect. inhibition, % at 100 µM, or IC50 in µM where a hit was titrated;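 active = phage lysis inhibition, versus mean bacterial control, above a set limit; inconclusive = no clear call, values can overlap the other calls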;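 note: capsule biogenesis inhibitors block K1F phage lysis so surviving cells raise fluorescence; higher fluorescence means more inhibition of phage lysis; actives were called in the ten point dose series up to 300 µM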
Autophagy mod = alters autophagy in cells; calls only at 10 µM (by protocol); MEF GFP-LC3 puncta imaging; test concentration mostly 10 µM; 0.98% of 190,000 active; AID 463193;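 active = percentage of spot-positive cells more than 3 SD above its plate mean, without a fluorescence outlier flag or 80% toxicity; inconclusive = no clear call, values can overlap the other calls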;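 note: spot-positive cell cutoff set from DMSO-treated cells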
LYP phosphatase = inhibitors of LYP phosphatase, biochemical, fluorescence intensity, uHTS (AID 1779); inhibition, % at 11.5 µM, or IC50 in µM where a hit was titrated; 0.054% of 290,000 active; recombinant LYP phosphatase, fluorescence intensity; higher % means a stronger effect; in the data active = inhibition above about 50%;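 note: plate controls were vehicle with enzyme for no effect and no enzyme for full effect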
NS5 inhibitors = Dengue-2 NS5 methyltransferase inhibitors, primary screen, biochemical, confirmation dose response (AID 588689); Dengue-2 NS5 methyltransferase capping enzyme assay, biochemical; higher % means a stronger effect; 0.3% of 340,000 active; inhibition, % at 25 µM; hits with a dose series show IC50 in µM; in the data active = a potency from the dose series; inconclusive = inhibition above about 29% without an active follow-up result
NTR1 agonist = NTR1-driven beta-arrestin-GFP spot formation – imaging, U2OS cells, high content, primary screen (AID 493036); 0.17% of 330,000 active; P30989; agonist mode; activation, % at 20 µM;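 active = activation at or above 40% of the spot to cytoplasm intensity ratio, with at least 20 cells analyzed; inconclusive = wells under 20 cells, flagged as cytotoxic or low count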;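 note: 0% = DMSO without peptide and 100% = 100 nM NTR1 peptide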
Target sequence (P30989 whole entry, looked up): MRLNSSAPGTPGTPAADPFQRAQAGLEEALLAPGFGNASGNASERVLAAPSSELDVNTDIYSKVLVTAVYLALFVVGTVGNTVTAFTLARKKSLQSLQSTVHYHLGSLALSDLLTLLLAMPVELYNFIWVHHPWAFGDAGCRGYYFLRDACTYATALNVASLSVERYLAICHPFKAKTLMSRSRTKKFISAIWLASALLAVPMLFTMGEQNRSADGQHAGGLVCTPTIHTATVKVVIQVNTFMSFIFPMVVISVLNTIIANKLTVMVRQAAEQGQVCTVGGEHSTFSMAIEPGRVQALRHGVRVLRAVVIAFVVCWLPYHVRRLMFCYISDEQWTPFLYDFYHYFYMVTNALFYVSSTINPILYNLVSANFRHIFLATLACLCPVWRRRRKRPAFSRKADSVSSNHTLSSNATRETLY
WT yeast gro inh = growth inhibition of WT yeast, mitochondrial fusion screen | inhibition, % at 10 µM | mitochondrial fusion phenotypic screen, WT strain | 2.1% of 190,000 active; in the data active = inhibition above about 58%; tested in S. cerevisiae
RSV antiviral HEp-2 = inhibition of RSV-induced cytopathic effect – HEp-2 cells, primary 10 µM value included (AID 2391); CPE inhibition, % at 10 µM; hits with a dose series show IC50 in µM; HEp-2 cells, RSV-induced CPE inhibition; higher % means a stronger effect; 0.13% of 310,000 active; in the data active = a potency from the dose series; inconclusive = CPE inhibition mostly from about 23% at the one dose, without a potency; inactive = the rest, 99 in 100 with CPE inhibition below about 21%; note: strong numbers were not always called active
AID2073 = disruptors of CaV2.2 binding to Mint1 – biochemical, HTRF (AID 2073); HTRF protein-protein interaction, Mint1-CaV2.2; higher % means a stronger effect; inhibition, % at 20 µM; hits with a dose series show IC50 in µM; 0.19% of 290,000 active; in the data active = inhibition mostly above about 51%, no sharp cut-off; inconclusive = no clear call, values can overlap the other calls; inactive = mostly below about 53%; note: some results filed as inactive read as strong as hits
WT yeast gro inh mutant strain = further read-out of WT yeast gro inh, marked with its call; inhibition, %; mitochondrial fusion phenotypic screen, mutant strain inhibition
Autophagy mod cell loss 18 h = further read-out of Autophagy mod, marked with its call; toxicity, %; measured here: cell loss, nuclei count;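 cell loss after 18 h compound exposure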
NTR1 agonist cell count 20 µM = also measured in NTR1 agonist; calls as there; cell count; measured here: cell count, cytotoxicity flag
NS5 inhibitors pilot replicate = further read-out of NS5 inhibitors, marked with its call; inhibition, %; measured here: pilot screen replicate inhibition
The depositor's hits bear a star; i = inactive; ? = inconclusive; / = no result given; + = active, no number; [ ] = dose if it differs, or a comment. Random draw from the library, and some 2.6% of all compounds hit somewhere here.

SMILES | GPR35 antagonists | K1F lysis inhibition | Autophagy mod | Autophagy mod cell loss 18 h | LYP phosphatase | NS5 inhibitors | NTR1 agonist | NTR1 agonist cell count 20 µM | WT yeast gro inh | WT yeast gro inh mutant strain | RSV antiviral HEp-2 | AID2073 | others
COc1ccc(C(=O)NC(=S)NNC(=O)c2c(-c3ccccc3)noc2C)cc1 | 14% | 1.8%[50 µM] | i | 3 | -2% | -3% | 6.2 | 70 | 7 | -29 | -0.7% | -11%
COC(=O)c1cccc(NC(=O)CSc2nnc(COc3ccc(C#N)cc3)n2-c2ccccc2)c1 | -9% | 0.2% | i | -3 | 3% | -6% | 1.3 | 78 | -4 | 9 | 12% | 13%
CCn1ncc([N+](=O)[O-])c1C(=O)Nc1c(C)nn(Cc2ccc(F)cc2)c1C | -7% | 0.1% | i | -3 | -2% | 1% | 1.9 | 82 | -12 | 10 | 1.3% | -8%
NC(=O)c1nnn(-c2ccccc2)c1N | 17% | -0.7% | i | -15 | -4% | 3% | 1.5 | 45 | 12 | 10 | 1.0% | -9%
Cc1ccc(CNC(=O)CS(=O)(=O)CC(=O)O)cc1 | 4% | 7.5% | i | 30 | -2% | -4% | 0.1 | 57 | -2 | 17 | 1.4% | 2%
CC(C(=O)Nc1nnc(C2CC2)s1)N1C(=O)C2CC=CCC2C1=O (centres undefined) | / | -0.9% | / | / | / | 1% | 0.6 | 55 | / | / | 0.3% | /
COc1cccc(NC(=O)COC(=O)c2ccccc2SCC(=O)N2CCCC2)c1 | / | 1.2%[50 µM] | / | / | / | 1% | 0.9 | 58 | / | / | 4.5% | /
COc1cccc(C(=O)Nc2ccc(C(=O)NCC(C)C)cc2)c1 | -2% | 0.1% | i | -19 | -7% | -12% | -1.1 | 102 | 7 | 2 | 6.5% | -12%
COc1ccc(CCN(Cc2ccccn2)C(=S)Nc2ccccc2C)cc1OC | -4% | 1.7% | i | 8 | -3% | -9% | 0.5 | 56 | 7 | 27 | 0.9% | -6%
COc1ccc(N2CCN(C(=O)c3cccc(NS(=O)(=O)c4cccc(F)c4)c3)CC2)cc1 | 10% | 0.9%[50 µM] | / | / | -5% | -8% | 1.4 | 52 | / | / | / | 10%
O=C(OCC(=O)N1CCCC1)c1cncc(Br)c1 | -4% | 0.9% | i | 34 | -4% | -1% | -1.0 | 38 | -31 | -21 | -0.7% | -6%
O=C1C=C(Nc2ccccc2O)c2ccccc2C1=O | 8% | 14% | i | 7 | -8% | 19% | -0.8 | 53 | 27 | -8 | 1.5% | -12%
CNC(=S)NNC(=O)c1sccc1OCc1ccc(C)cc1 | 6% | 0.4% | i | -31 | -3% | 1% | -2.7 | 95 | 10 | 1 | 10% | -38% | NS5 inhibitors pilot replicate=-4.2
Cc1cc(C)n(-c2nc3ccccc3c(=O)n2OCC(=O)OCc2ccccc2)n1 | 3% | 0.1% | + | 76* | -6% | 5% | / | / | -7 | 15 | / | -7%
O=C(Nc1cccc(-c2nc3ncccc3o2)c1)c1sc2cc(Cl)ccc2c1Cl | 1% | 0.0% | i | -32 | -8% | -5% | 0.4 | 56 | 19 | 12 | 8.1% | 27%
COCC(=O)OCC(=O)Nc1ccc(Cl)cc1[N+](=O)[O-] | -2% | 0.3% | i | 9 | -2% | -9% | 2.1 | 65 | -7 | 10 | 0.7% | 5%
N#CC1=C(SCc2ccc(C#N)cc2)N=C(N)C(c2nc(-c3ccccc3)cs2)C12CCCCC2 (centres undefined) | -2% | 0.3% | i | 85 | 3% | -13% | 0.4 | 66 | 10 | -4 | 7.1% | 11%
Cc1ccc(S(=O)(=O)N2CC(C(=O)O)=CC[C@H]2c2ccc(Cl)cc2)cc1 | / | -1.5% | / | / | / | 1% | -3.7 | 99 | / | / | 2.5% | /
N#CCCN1CCCN(CCC#N)CCN(CCC#N)CCCN(CCC#N)CC1 | 14% | 0.0% | / | / | -4% | 3% | -1.4 | 40 | / | / | 0.5% | -14%
CC(C)CNC(=O)c1ccccc1NC(=O)c1ccc(CSc2ccccc2)cc1 | -14% | 2.4% | i | -4 | -12% | -13% | 9.0 | 52 | 19 | 45 | 6.9% | -4%
CSc1ccccc1C(=O)N1CCC(n2nccc2NC(=O)C(C)(C)C)CC1 | -4% | -0.2%[50 µM] | / | / | -11% | 6% | -0.9 | 59 | / | / | 0.7% | -4%
CS(=O)(=O)CCC(C(=O)Nc1ccc2c(c1)OCO2)N1Cc2ccccc2C1=O (centres undefined) | 13% | 0.2% | / | / | -10% | -10% | 1.6 | 54 | / | / | 0.5% | 4%
Clc1ccc(-c2nnc(COc3ncnc4ccccc34)o2)cc1 | -2% | -0.1% | i | -11 | -2% | -2% | -0.2 | 58 | 14 | 7 | 0.5% | 10%
COc1ccc(N(C)C(=O)c2cn(CC(C)C)c(=O)c3cc(OC)c(OC)cc23)cc1 | -2% | 0.0% | / | / | -5% | -1% | -0.3 | 50 | / | / | 1.5% | 12%
NNC(=O)C1c2ccccc2Oc2ccccc21 | -6% | 0.1% | / | / | -8% | -2% | 0.0 | 48 | / | / | 0.1% | 9%

An excerpt from above in order of length of the SMILES, largest number first:
SMILES | GPR35 antagonists | K1F lysis inhibition | Autophagy mod | Autophagy mod cell loss 18 h | LYP phosphatase | NS5 inhibitors | NTR1 agonist | NTR1 agonist cell count 20 µM | WT yeast gro inh | WT yeast gro inh mutant strain | RSV antiviral HEp-2 | AID2073 | others
COC(=O)c1cccc(NC(=O)CSc2nnc(COc3ccc(C#N)cc3)n2-c2ccccc2)c1 | -9% | 0.2% | i | -3 | 3% | -6% | 1.3 | 78 | -4 | 9 | 12% | 13%
CS(=O)(=O)CCC(C(=O)Nc1ccc2c(c1)OCO2)N1Cc2ccccc2C1=O (centres undefined) | 13% | 0.2% | / | / | -10% | -10% | 1.6 | 54 | / | / | 0.5% | 4%
O=C(Nc1cccc(-c2nc3ncccc3o2)c1)c1sc2cc(Cl)ccc2c1Cl | 1% | 0.0% | i | -32 | -8% | -5% | 0.4 | 56 | 19 | 12 | 8.1% | 27%
COc1cccc(NC(=O)COC(=O)c2ccccc2SCC(=O)N2CCCC2)c1 | / | 1.2%[50 µM] | / | / | / | 1% | 0.9 | 58 | / | / | 4.5% | /
CC(C)CNC(=O)c1ccccc1NC(=O)c1ccc(CSc2ccccc2)cc1 | -14% | 2.4% | i | -4 | -12% | -13% | 9.0 | 52 | 19 | 45 | 6.9% | -4%
Clc1ccc(-c2nnc(COc3ncnc4ccccc34)o2)cc1 | -2% | -0.1% | i | -11 | -2% | -2% | -0.2 | 58 | 14 | 7 | 0.5% | 10%

Next entries
SMILES | GPR35 antagonists | K1F lysis inhibition | Autophagy mod | Autophagy mod cell loss 18 h | LYP phosphatase | NS5 inhibitors | NTR1 agonist | NTR1 agonist cell count 20 µM | WT yeast gro inh | WT yeast gro inh mutant strain | RSV antiviral HEp-2 | AID2073 | others
CC(=O)N1CCN(C(=O)c2ccc(S(=O)(=O)Nc3cccc(C(F)(F)F)c3)cc2)CC1 | / | 1.0%[50 µM] | / | / | / | 2% | 0.9 | 74 | / | / | 16% | /
COC(CN(C)C(=O)c1cn(C)c2ccc(S(=O)(=O)N(C)C3CCCCC3)cc2c1=O)OC | 6% | 0.3% | / | / | -5% | 1% | 2.6 | 68 | / | / | 10% | 4%
O=C(CNC(=O)C1COc2ccccc2O1)N/N=C/c1cc(Br)c(O)c(Br)c1 (centres undefined) | 2% | -0.4% | / | / | -1% | 28% | -1.4 | 45 | / | / | 6.8% | -10%
CC(=O)Nc1ccc(S(=O)(=O)NCCS(=O)(=O)N2CCN(c3ccccc3)CC2)cc1 | -4% | 0.3% | / | / | -15% | -1% | -0.4 | 77 | / | / | 14% | 4%
CCOC(=O)c1c(O)c(Cl)c(C)[nH]c1=O | -10% | 3.5% | i | 8 | -4% | -6% | 0.3 | 60 | -51 | -2 | -0.9% | 37%
CC(C)(C)NC(=S)Nc1ccc(Br)cc1 | -8% | -0.3% | i | 11 | -2% | -3% | -0.8 | 98 | 20 | 3 | 13% | -7% | NS5 inhibitors pilot replicate=-2.7
CC/C=C(/NC(C)=O)c1ccccc1 | / | -0.5% | / | / | / | -5% | 0.2 | 64 | / | / | 0.0% | /
CCCCC1=CC2=C(c3ccco3)C(=O)C(C)(OC(=O)c3ccc(OC)cc3)C(=O)C2=CN1Cc1ccc2c(c1)OCO2 (centres undefined) | -3% | -1.7% | / | / | 2% | 12% | 15 | 89 | / | / | 1.7% | 11%
Cc1ccc(SCc2c(C#N)c3ccccc3n2C)cc1 | -9% | 0.2% | i | 4 | 1% | -9% | 5.5 | 46 | 32 | 10 | 4.4% | 11%
COCCCn1c(C2CCCCC2)nc2oc3cc(OC)ccc3c(=O)c2c1=O | 7% | 0.1% | i | 12 | 2% | -1% | 3.9 | 82 | -4 | -75 | 2.5% | -2% | NS5 inhibitors pilot replicate=0.0
Cc1cccc(C)c1NC(=O)Cn1nnc(-c2ccc(N3CCOCC3)cc2)n1 | 1% | 2.3% | i | -1 | -10% | -5% | 2.4 | 58 | -6 | -60 | 3.0% | 12%
COc1ccc(OCC(=O)NCCc2ccc(S(N)(=O)=O)cc2)cc1 | -7% | 2.8% | i | 33 | 1% | 0% | 4.0 | 64 | 8 | -13 | 1.6% | ?
CN(c1ccccc1)S(=O)(=O)c1cccc(NC(=O)COC(=O)C2CCCCC2)c1 | -6% | 0.1% | / | / | 0% | 2% | -0.4 | 63 | / | / | 0.9% | 0%
Cc1ccc(Nc2nc(N)nc(CN3CCN(Cc4ccc5c(c4)OCO5)CC3)n2)cc1C | -2% | 0.4% | i | -3 | 1% | -4% | / | / | 6 | -3 | / | 12%
Cc1nc(-c2ccccc2)nc2[nH]c(-c3ccccc3)cc(=O)c12 | -4% | -0.1% | i | -2 | 5% | -5% | 4.2 | 80 | -10 | -5 | 1.9% | 17%
Cn1nnnc1SCc1ccc(F)cc1 | 25% | 1.7% | i | -4 | -10% | -7% | -0.3 | 52 | 8 | -4 | 1.9% | -5%
Cc1nn(Cc2noc(C(=O)NCCc3ccccn3)n2)c(C)c1Br | 11% | -0.7% | / | / | -13% | 15% | -0.4 | 55 | / | / | 0.6% | 7%
CN(C)C(=O)CCC(=O)N1CCCC(C(=O)c2ccc(C(F)(F)F)cc2)C1 (centres undefined) | 0% | -0.6% | / | / | 1% | -4% | 0.2 | 54 | / | / | -0.1% | 3%
Cc1ccccc1N=C1SC(CC(=O)Nc2ccc3ccccc3c2)C(=O)N1Cc1ccccn1 (centres undefined) | -11% | -0.9%[50 µM] | i | 2 | 5% | 0% | 26 | 63 | 33 | 10 | 3.3% | 15%
CCOC(=O)CSc1cc(C)c(C#N)c2nc3ccccc3n12 | 4% | -0.8% | i | -2 | -3% | / | 4.6 | 79 | 6 | 6 | 0.4% | -20%
CCOC(=O)C(CC)n1cnc2c(cnn2-c2ccc(Cl)cc2)c1=O (centres undefined) | 3% | 0.2% | i | 11 | -4% | 5% | 4.7 | 37 | 2 | -6 | 4.7% | 6%
